Bioassay records as filed in PubChem BioAssay.
ANO1 activ: activates or potentiates the mouse TMEM16A chloride channel; HEK293 TMEM16A/YFP-H148Q/I152L, iodide quench fluorescence; hits give low values; B-score at 10 µM; Q8BHY3; AID 623877; 0.3% of 340,000 active;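 active means fluorescence-ratio B-score plate-corrected deviation score at least 3 library SD below zero, with starting fluorescence score within 5 deviations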;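 further: channel opened by trigger with iodide after compound preincubation; score built on the fluorescence ratio of max minus min over baseline; more negative score means more quench and so TMEM16A activation or potentiation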
TRPC4 inh: blocks the mouse TRPC4 cation channel; Q9QUQ5; B-score at 10 µM; HEK293 TRPC4beta/mu-opioid, DAMGO-evoked Fluo4 calcium flux; hits give low values; 0.39% of 300,000 active;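 active means B-score over 3 SD under the library average, no early fluorescence shift, positive overall ratio signal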
Target sequence (Q9QUQ5 whole entry, looked up): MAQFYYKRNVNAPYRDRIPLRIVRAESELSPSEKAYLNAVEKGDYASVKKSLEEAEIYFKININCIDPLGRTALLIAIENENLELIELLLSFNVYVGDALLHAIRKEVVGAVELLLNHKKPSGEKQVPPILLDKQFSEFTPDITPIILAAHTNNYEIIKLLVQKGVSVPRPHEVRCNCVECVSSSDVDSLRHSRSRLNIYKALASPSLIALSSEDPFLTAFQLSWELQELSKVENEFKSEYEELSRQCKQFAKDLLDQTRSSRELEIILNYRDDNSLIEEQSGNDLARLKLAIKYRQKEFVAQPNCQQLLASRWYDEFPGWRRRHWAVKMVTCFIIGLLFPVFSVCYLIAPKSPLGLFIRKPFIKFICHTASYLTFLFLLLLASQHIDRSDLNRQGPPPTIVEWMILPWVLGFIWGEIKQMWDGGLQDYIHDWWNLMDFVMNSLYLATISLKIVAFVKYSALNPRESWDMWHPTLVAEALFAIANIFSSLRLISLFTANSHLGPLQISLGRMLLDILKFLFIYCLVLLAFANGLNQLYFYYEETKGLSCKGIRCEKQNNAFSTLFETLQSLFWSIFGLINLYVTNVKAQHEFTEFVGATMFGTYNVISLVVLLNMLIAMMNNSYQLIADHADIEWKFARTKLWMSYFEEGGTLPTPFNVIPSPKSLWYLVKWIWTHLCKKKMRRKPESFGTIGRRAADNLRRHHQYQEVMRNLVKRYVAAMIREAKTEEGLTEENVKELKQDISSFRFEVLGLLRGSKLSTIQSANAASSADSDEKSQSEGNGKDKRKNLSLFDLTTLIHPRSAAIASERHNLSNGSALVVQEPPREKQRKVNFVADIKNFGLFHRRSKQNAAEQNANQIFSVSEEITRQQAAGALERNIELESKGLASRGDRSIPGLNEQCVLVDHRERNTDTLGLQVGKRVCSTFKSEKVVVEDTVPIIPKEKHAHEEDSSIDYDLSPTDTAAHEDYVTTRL
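Assay system: Stable TRPC4beta/mu-opioid receptor HEK293 cells | Reagent: DAMGO in two steps, submaximal then maximal | Compound dosing: Single concentration per test compound | Signal: Fluo4 Ca2+ flux fluorescence | Evaluation: Per-well B score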
MrgX1 antag: human MrgX1 receptor antagonism, primary screen. 1.3% of 310,000 active. AID 588676. B-score at 10 µM. MRGX1-HEK293 calcium flux, Fluo-4, BAM8-22 antagonism; hits give low values. Q96LB2;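 active means calcium-response B-score plate-corrected more than 3 library SD below zero, starting fluorescence within 5 deviations, no agonist response on first addition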;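 further: peak minus trough fluorescence over baseline after final BAM8-22 challenge near maximal dose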
SKKanGAS inh: inhibitors of SKKanGAS S. pyogenes growth in kanamycin (SK-promoter or general growth effect); AID 1662; BacTiter-Glo, 6 h; inhibition, % at 7.5 µM; 1.3% of 300,000 active;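 active means mean replicate score, as percent of positive control median, at least 50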;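 further: strain carries kanamycin resistance gene driven by streptokinase promoter and grows in 40 µg/ml kanamycin; loss of luminescence reflects streptokinase promoter inhibition or plain growth inhibition; 0% = median of DMSO wells and 100% = positive control at its reference dose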
TRPC4 act: TRPC4 (mouse) channel activation; HEK293 TRPC4beta/mu-opioid, Fluo4 calcium fluorescence; hits give high values; AID 2237; Q9QUQ5; 0.49% of 310,000 active; B-score at 10 µM;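 active means B-score above 5 SD of library B-scores, and initial fluorescence ratio not above library mean plus 5 SD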;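 further: positive B-score marks a calcium rise read as TRPC4 activation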
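System: HEK293 cells stably co-expressing mouse TRPC4beta and mu-opioid receptor; Schedule: Fluo4 dye loading 45 min at room temperature, 110 s recording; Detection: Fluo4 fluorescence, kinetic; Evaluation: B-scored integrated calcium fluorescence ratio; Controls: buffer (low) and maximal DAMGO (high).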
MrgX1 agonist: human MrgX1 receptor agonism, primary screen; AID 588627; 0.44% of 310,000 active; Q96LB2; MrgX1-HEK293 cells, Fluo-4 calcium fluorescence, agonist mode; hits give high values; B-score at 10 µM;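 active means calcium response B-score plate-corrected fluorescence ratio at least 3 library SD, with starting fluorescence B-score inside 5 SD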
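Test system: Stable human MrgX1 HEK293 cell line | Schedule: Overnight plating before 1 h dye loading | Read-out basis: Baseline-normalised fluorescence change ratio, B-scored | Detection: Kinetic calcium dye fluorescence, Fluo-4 NW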
TMEM16A inh: blocks the mouse calcium-activated chloride channel TMEM16A; 1.2% of 310,000 active; HEK293 TMEM16A/YFP iodide influx fluorescence, ionomycin; AID 588511; Q8BHY3; normalized B-score (activity score, 25-100; higher = stronger inhibition) at 10 µM;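 active means ratio plate-corrected score three or more library SD toward inhibition, starting fluorescence score within five deviations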;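 further: score derived from kinetic fluorescence span divided by baseline fluorescence per well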
TRPC6 act: mouse TRPC6 channel activation | Q61143 | HEK293-TRPC6 membrane potential dye fluorescence; hits give high values | B-score at 10 µM | 0.13% of 310,000 active;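 active means B-score of the integrated fluorescence ratio above library mean plus 3 SD, and starting fluorescence ratio within library mean plus 5 SD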;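 further: higher score means more depolarization so channel activation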
TRPC4 potent: allosterically enhances the mouse TRPC4 cation channel; Q9QUQ5; HEK293 TRPC4beta/mu-opioid, DAMGO EC20, Fluo-4 Ca2+ flux; hits give high values; B-score at 10 µM; 0.42% of 310,000 active; AID 2227;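 active means B-score of calcium response area above 5 SD of library B-scores, with initial fluorescence ratio within 5 SD of library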;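 further: B-score of integrated fluorescence ratio over time as area under calcium response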
MrgX1 PAM: allosterically activates human MrgX1 receptor signaling | Q96LB2 | MrgX1-HEK293, Fluo-4 calcium flux, FDSS; hits give high values | B-score at 10 µM | 0.63% of 310,000 active;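 active means plate-corrected calcium response at least 3 library SD above typical, normal starting fluorescence, not activating the receptor alone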;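 further: compound read alongside a low EC10 to EC30 dose of BAM8-22 agonist; peak minus trough fluorescence over baseline measured at the second addition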
TRPC6 inh: blocks the mouse TRPC6 cation channel; 1.1% of 310,000 active; Q61143; AID 2553; HEK293-TRPC6, membrane potential dye, ACh-evoked depolarization; hits give low values; B-score at 10 µM;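 active means B-score under library mean minus 3 SD, initial fluorescence not abnormally high, positive integrated signal ratio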;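 further: B-score derived from integrated fluorescence ratio over the kinetic read; more negative B-score means stronger inhibition of depolarization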
The depositor's hits bear a star; i = inactive; / = not tested or not shown. Random draw from the library, and some 6.7% of all compounds hit somewhere here.

nr	Structure	ANO1 activ	TRPC4 inh	MrgX1 antag	SKKanGAS inh	TRPC4 act	MrgX1 agonist	TMEM16A inh	TRPC6 act	TRPC4 potent	MrgX1 PAM	TRPC6 inh
1	O=C1CSC(c2ccc([N+](=O)[O-])cc2)N1CCN1CCCCC1 (stereo unspecified)	i	i	i	-1.3	i	i	i	i	i	i	i
2	Cc1cc(Br)c2[nH]c3c(c2c1)CCCC3=O	i	i	i	2.6	i	i	i	i	i	i	i
3	CCOC(=O)C1C2C=CC3(CN(CCc4ccccc4)C(=O)C13)O2 (stereo unspecified)	i	i	i	1.6	i	i	i	i	i	i	i
4	CC1CCN(Cc2nc(-c3ccccc3)no2)CC1	i	i	i	-1.1	i	i	i	i	i	i	i
5	CCCC[n+]1ccn(C2=C([O-])c3ccccc3C(=O)/C2=N\S(=O)(=O)c2ccc(Cl)cc2)c1	i	i	i	61.0*	i	i	i	i	i	i	i
6	O=C(CSc1ncn[nH]1)c1ccc(OC(F)F)cc1	i	i	i	-4.3	i	i	i	i	i	i	i
7	C=C(C)CN1CCN(c2c(CCC#N)c(C)c(C#N)c3nc4ccccc4n23)CC1	i	i	i	-1.0	i	i	i	i	i	i	i
8	CCOc1ccc(Nc2cc(C)nc3c(C)cccc23)cc1	i	i	i	-1.6	i	i	i	i	i	i	-5.49*
9	Cc1cc(C(=O)CN2C(=O)CN(C)C2=O)c(C)n1-c1cccc(S(=O)(=O)N2CCOCC2)c1	i	i	i	-5.0	i	i	i	i	i	i	i
10	Cn1c(COc2ccccc2)nc2ccccc21	i	i	i	-2.5	i	i	i	i	i	i	i
11	Cc1cc(C(=O)NCCCN2CCCC2=O)cs1	i	i	i	-0.3	i	i	i	i	i	i	i
12	O=C(Cn1cc2c(n1)CCCC2)NCCCN1CCN(C2CCCCC2)CC1	i	i	i	0.7	i	i	i	i	i	i	i
13	COC(=O)CC1C(=O)NCCN1C(=O)c1ccc([N+](=O)[O-])cc1 (stereo unspecified)	i	i	i	4.2	i	i	i	i	i	i	i
14	NC(=O)c1ccc(NC(=O)COC(=O)c2c3c(nc4ccccc24)/C(=C\c2ccc4c(c2)OCO4)CCC3)cc1	-6.02*	i	/	64.0*	i	/	/	i	i	/	i
15	CCOC(=O)C1=C(C)Nc2nc(SC)nn2C1c1ccc(C(=O)OC)cc1 (stereo unspecified)	i	i	i	1.6	i	i	i	i	i	i	i
16	COc1ccccc1NC(=O)C(C)OC(=O)CC1CCCC1 (stereo unspecified)	i	i	i	0.3	i	i	i	i	i	i	i
17	CCOc1ccc2c(c1)[N+](C)(C)C(C)(C)C=C2C	i	i	i	-10.3	i	i	i	i	i	i	i
18	COc1cc(C(=O)Nc2cccc(-c3nnc(-c4ccco4)o3)c2)ccc1OC(C)=O	i	i	i	-0.2	i	i	i	i	i	i	i
19	O=C(Nc1ccccc1)c1cnc2n(c1=O)CCS2	i	i	i	-2.2	i	i	i	i	i	i	i
20	COc1cc(OC)cc(C(=O)N/N=C\c2ccoc2)c1	i	i	i	-4.3	i	i	i	i	i	i	i
21	Cc1ccsc1/C=N/NC(=O)C1CC(=O)N(c2ccc(F)cc2)C1 (stereo unspecified)	i	i	i	-3.5	i	i	i	i	i	i	i
22	O=C(Nc1ccccc1)N1CCNCC1	i	i	i	-4.8	i	i	i	i	i	i	i
23	O=C(Cc1ccccc1)N/N=C/c1ccccc1Cl	i	i	i	/	i	i	i	i	i	i	i
24	Nc1cccc(S(=O)(=O)NC2=NCCC2)c1	i	i	i	1.4	i	i	i	i	i	i	i
25	COC(=O)C1=C(Nc2ccccc2NS(=O)(=O)c2ccc(C(F)(F)F)cc2Cl)CSC1	i	i	i	8.9	i	i	25*	i	i	i	i
26	COc1ccc(-n2c(SCC(=O)Nc3ccccc3)nnc2-c2ccc(NS(=O)(=O)c3ccc(C)cc3)cc2)cc1	i	i	i	22.0	i	i	i	i	i	i	i
27	COc1ccccc1N1CCSC1C(N)=O (stereo unspecified)	i	i	-7.15*	-2.4	i	i	i	i	i	i	i
28	Cc1ccc(CNc2ccc(N3C(=O)CCCC3=O)cc2[N+](=O)[O-])cc1	i	i	i	-6.2	i	i	i	i	i	i	i
29	Cc1cc(C(=O)N2CCOCC2)n(-c2ccccc2)n1	i	i	i	-0.6	i	i	i	i	i	i	i
30	Clc1ccc(-c2nnc3n2CCCCC3)cc1	i	i	i	-3.9	i	i	i	i	i	i	i
31	CC(C)CCNC(=O)C(c1cccnc1)N(CCc1ccccc1)C(=O)Cn1nnc2ccccc21 (stereo unspecified)	i	i	i	3.2	i	i	i	i	i	i	i
32	COc1ccc(C2(C(F)(F)F)NC(=O)N(C)C(=O)N2C)cc1 (stereo unspecified)	i	i	i	-2.7	i	i	i	i	i	i	i
33	COCc1cc(=O)n2[nH]c(-c3ccccc3)cc2n1	i	i	i	0.0	i	i	i	i	i	i	i
34	CCOc1ccc(C(=O)COC(=O)Cc2n[nH]c(=O)c3ccccc23)cc1	i	i	i	7.0	i	i	i	i	i	i	i
35	CCOc1ccc(OCC)c(NC(=O)CN2CCN(CC)CC2)c1	i	i	i	-5.1	i	i	i	i	i	i	i
36	COc1cc2c(C(=O)Nc3ccc4c(c3)OCO4)cn(CC(C)C)c(=O)c2cc1OC	/	i	i	-1.6	i	i	i	i	i	i	i
37	COc1ccccc1NC(=O)CCNS(=O)(=O)c1ccc2[nH]c(=O)oc2c1	i	i	i	-3.7	i	i	i	i	i	i	i
38	CC(C)=C1SC(N2CCOCC2)=NC1=O	i	i	i	-14.3	i	i	i	i	i	i	i
39	O=S(=O)(c1cccc(C(F)(F)F)c1)N1CCN(c2nnnn2-c2ccccc2)CC1	i	/	i	-3.0	i	i	i	i	i	i	i
40	O=C(Cc1c[nH]c2ccccc12)OCCOC(=O)Cc1c[nH]c2ccccc12	i	i	i	-5.9	i	i	i	i	i	i	i
41	Cn1cccc1C(=O)NC(=O)CSc1nc2ccccc2s1	i	i	i	-1.0	i	i	i	i	i	i	i
42	CCOc1ccc(-c2nc(N)ncc2-c2ccccc2OC)c(O)c1	i	i	i	-17.4	i	i	i	i	i	i	i
43	CCC(C)NC(=O)Cc1cn(C)c2ccccc12 (stereo unspecified)	i	i	i	1.1	i	i	i	i	i	i	i
44	O=C(CCc1ccccc1)Nc1nncs1	i	i	i	0.8	i	i	i	i	i	i	i
45	O=C1CC(c2ccc3c(c2)OCO3)CN1 (stereo unspecified)	i	i	i	-1.5	i	i	i	i	i	i	i
46	Cc1nc(-c2ccc(S(=O)(=O)NCC3CCN(C(=O)OC(C)(C)C)CC3)s2)cs1	i	i	i	-2.8	i	i	i	i	i	i	i
47	O=C(NCCN1CCN(c2cccc(Cl)c2)CC1)c1ccc(CSc2nc3ccncc3[nH]2)cc1	i	i	i	11.1	i	i	i	i	i	i	i
48	CCOC(=O)c1cnn(-c2cc(Oc3cccc(C)c3)ncn2)c1N	i	i	i	-0.4	i	i	i	i	i	i	i
49	CCCCc1nnc(NC(=O)CCSc2ccccc2)s1	i	i	i	1.1	i	i	i	i	i	i	i
50	Cc1c(C)n(CCN(C)C)c2ccc(C(=O)OCCN(C)C)cc12	i	i	i	6.2	i	i	i	i	i	i	-7.08*
51	CC(C(=O)N1CCN(Cc2ccccc2)CC1)n1ncn2cccc2c1=O (stereo unspecified)	i	i	i	1.7	i	i	i	i	i	i	i
52	CC(=O)c1ccc(S(=O)(=O)Nc2ccc(C(=O)NCC(c3cccs3)N3CCOCC3)cc2)cc1 (stereo unspecified)	i	i	i	4.5	i	i	i	i	i	i	i
53	CCCCc1nc(SCC(=O)N2CCCCC2)c2c(=O)n(C)c(=O)n(C)c2n1	i	i	i	3.2	i	i	i	i	i	i	i
54	CCOC(=O)C(C)Sc1nc(=O)n2ccccc2n1 (stereo unspecified)	i	i	-5.1*	-17.2	i	i	i	i	i	i	i
55	CCOC(=O)c1sc(S(C)(=O)=O)c2c1CCc1conc1-2	i	i	i	7.7	i	i	i	i	i	i	i
56	CCC1(C)Cc2ccccc2-c2nc(NCCCO)n(-c3ccccc3)c(=O)c21 (stereo unspecified)	i	i	i	4.0	i	i	i	i	i	i	i
57	CCCCn1c(N)c(N(CCOC)C(=O)c2cc(-c3ccccc3Cl)nc3ccccc23)c(=O)[nH]c1=O	i	i	i	2.0	i	i	i	i	i	i	i
58	COc1cccc(C(=O)N2CCN(C(=O)c3ccc(-c4ccccc4)cc3)CC2)c1OC	i	i	i	-8.3	i	i	i	i	i	i	i
59	Cc1cc(Nc2ccccc2)n(CCOC(=O)COc2ccccc2)n1	i	i	i	1.2	i	i	i	i	i	i	i
60	CC(C)C(=O)Nc1ccc2c(c1)C(=O)N(CCC(=O)O)C2=O	i	i	i	-5.6	i	i	i	i	i	i	i

Next part.
nr	Structure	ANO1 activ	TRPC4 inh	MrgX1 antag	SKKanGAS inh	TRPC4 act	MrgX1 agonist	TMEM16A inh	TRPC6 act	TRPC4 potent	MrgX1 PAM	TRPC6 inh
61	Cc1cccc(C)c1NC(=O)N1CCC(C(=O)c2ccc(F)cc2)CC1	i	i	i	-7.8	i	i	i	i	i	i	i
62	CC(=O)CC(C)(C)S(=O)(=O)c1ccc(Oc2ccc(S(=O)(=O)C(C)(C)CC(C)=O)cc2)cc1	i	i	i	-0.7	i	i	i	i	i	i	i
63	COc1ccc(CCNCC(=O)Nc2ccc(OC(F)F)cc2)cc1	i	i	i	-28.7	i	i	i	i	i	i	i
64	COCCN=C1OC(=O)N2C(=O)C3=C4[C@@H](C[C@H]5C(=O)N(c6ccccc6)C(=O)[C@H]5[C@H]4[C@@]12Cc1ccccc1)[C@H]1C(=O)N(c2ccccc2)C(=O)[C@H]1[C@H]3C	i	i	i	9.2	i	i	i	i	i	i	i
